# ERG Ets-DNA blk: inhibitors of human ERG Ets domain-DNA interaction; P11308; fluorescence polarization, His-ERG Ets domain / labelled DNA; Potency, µM (highest dose often 76.9 µM), without a hit: top-dose FP activity, negative = inhibition, hits mostly inhibitors; 0.028% of 370,000 active; AID 624246; active means well fitted inhibition curve with a large enough effect in the polarisation, with a control signal flat; inconclusive means small, poorly fitted or top-dose-only effect, or effect the other way, or a change in a side signal; inactive means no such curve, though single readings can be large or run the other way; the % refers to the polarisation;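 further: polarization taken with two DNA probes labelled with fluorescein and Texas red; potency means the concentration at half of the fitted maximal effect; % of control where 0% means no effect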
# Target sequence (P11308 whole entry, looked up, the tested form may be a part): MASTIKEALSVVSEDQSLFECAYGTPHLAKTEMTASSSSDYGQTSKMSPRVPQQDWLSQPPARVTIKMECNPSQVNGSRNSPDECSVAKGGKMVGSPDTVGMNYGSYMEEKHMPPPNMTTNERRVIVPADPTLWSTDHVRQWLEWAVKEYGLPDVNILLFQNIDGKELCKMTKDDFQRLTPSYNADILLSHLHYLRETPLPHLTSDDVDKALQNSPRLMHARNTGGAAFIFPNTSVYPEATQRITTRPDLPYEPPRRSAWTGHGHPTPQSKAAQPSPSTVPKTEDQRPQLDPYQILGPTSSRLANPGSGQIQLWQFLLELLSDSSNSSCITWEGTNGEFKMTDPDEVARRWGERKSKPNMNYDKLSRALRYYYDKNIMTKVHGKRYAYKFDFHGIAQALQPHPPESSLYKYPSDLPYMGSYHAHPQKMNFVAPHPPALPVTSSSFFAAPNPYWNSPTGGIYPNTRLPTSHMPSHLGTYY
#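 His-tagged ERG Ets domain (1 uM in the protein solution; 300mM KCl, 50mM Tris-HCl, 1mM EDTA, 1mM DTT, pH 7.5) received compound, then a probe mix of 5 nM fluorescein-DNA and 100nM Texas-615-DNA. Fluorescence polarization was read for both dyes.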
# APE1 inh: APE1 (human) endonuclease inhibition. P27695. recombinant APE1, TAMRA/BHQ-2 abasic DNA cleavage fluorescence. Potency, µM (series often up to 65.8 µM), for the others: at the top dose activity change, negative = inhibition, usual class: inhibitors. 0.35% of 350,000 active;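 further: potency means the concentration at half of the fitted maximal effect; plate controls were vehicle for no effect and reference inhibitor for full effect; nearly all actives have a fitted effect of over 55% in size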
#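 Step 1: APE1 (0.75 nM) with compound, 15 min RT. Step 2: add 50 nM fluorophore/quencher THF duplex. Step 3: three fluorescence reads 60 s apart (525/598 nm); read 3 minus read 1 = reaction progress.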
# Pol beta inh: blocks human DNA polymerase beta activity. 1.3% of 340,000 active. Pol beta primer extension/strand displacement, fluorescence kinetic. AID 485314. Potency, µM (titrated, usually from 114 µM), without a hit: at the top dose activity change, negative = inhibition, actives largely listed as inhibitors; further: potency means the concentration at half of the fitted maximal effect; on the % scale 0 is the no-effect control and ±100 the full control effect
#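 Reaction started by 50 nM substrate onto compound-treated Pol beta (10 nM, 15 min preincubation, room temperature); plates read at 0 min and 10 min. Normalized concentration-effect data fitted by four-parameter Hill equation.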
# POLK inh: inhibitors of human DNA polymerase kappa; purified Pol kappa, fluorescent DNA synthesis assay, 10 min; Potency, µM (series often up to 107 µM), without a hit: at the top dose activity, negative = inhibition, hits mostly inhibitors; 0.53% of 400,000 active; further: potency means the concentration at half of the fitted maximal effect; on the % scale 0 is the no-effect control and ±100 the full control effect
#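 Kinetic fluorescence screen: compound preincubated 15 min RT with 10 nM enzyme; 50 nM substrate (final) initiates; reads at 0/10 min.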
# ALOX12 inh: ALOX12 (human) lipoxygenase inhibition; Potency, µM (highest dose often 108 µM), inactives show top-dose activity change, negative = inhibition, hits mostly inhibitors; 1.1% of 580,000 active; AID 1671190; P18054; purified 12hLO, xylenol orange hydroperoxide absorbance; further: potency means the concentration at half of the fitted maximal effect; on the % scale 0 is the no-effect control and ±100 the full control effect
#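 Purified human 12hLO at 150 nM in 25 mM Hepes, 0.01% Triton X-100, pH 7.0, preincubated 15 min at room temperature with compound. Reaction started with 40 uM arachidonic acid, 30 min at room temperature. Hydroperoxide measured by Fe-xylenol orange, 573/405 nm absorbance ratio.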
# Pol iota inh: inhibitors of human DNA polymerase iota | Q9UNA4 | Potency, µM (doses to about 115 µM), without a hit: at the top dose activity, negative = inhibition, usual class: inhibitors | 1% of 390,000 active | Pol iota fluorescent replication assay, 10 min; further: potency means the concentration at half of the fitted maximal effect
#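 Pol iota at 10 nM preincubated 15 min with compounds at room temperature; reaction started with fluorescent substrate, 50 nM final. Fluorescence read kinetically at 0 and 10 min; buffer-only wells as negative control.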
# TRHR ag: agonists of human TRH receptor. activation, % at 2 µM. AID 493084. TRHR cells, calcium flux fluo-8, FDSS agonist mode. P34981. 0.18% of 360,000 active; in the data active means activation above about 30%; further: 0% is about no effect
# Target sequence (P34981 whole entry, looked up): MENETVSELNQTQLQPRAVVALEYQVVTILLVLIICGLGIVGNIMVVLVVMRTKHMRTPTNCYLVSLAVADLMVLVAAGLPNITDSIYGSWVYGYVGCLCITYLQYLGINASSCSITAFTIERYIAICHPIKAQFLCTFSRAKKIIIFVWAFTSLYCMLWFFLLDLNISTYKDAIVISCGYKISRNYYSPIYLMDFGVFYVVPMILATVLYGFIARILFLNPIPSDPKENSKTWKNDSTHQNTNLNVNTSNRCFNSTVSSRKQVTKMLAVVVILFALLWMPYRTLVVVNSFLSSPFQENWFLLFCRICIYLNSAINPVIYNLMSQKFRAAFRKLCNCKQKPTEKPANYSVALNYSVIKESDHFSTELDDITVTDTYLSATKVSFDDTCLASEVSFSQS
#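 TRHR-expressing cells, plated overnight in medium with 10% serum, were loaded with fluo-8 calcium dye at room temperature. After a 10 s baseline, library compound was pin-added and calcium release was recorded kinetically (ex 480/em 530) as agonist response.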
# BLM helicase inh: blocks DNA unwinding by human BLM helicase. Potency, µM (doses to about 56.1 µM), for inactives: at the highest dose activity change, negative = inhibition, actives largely listed as inhibitors. recombinant BLM DNA unwinding, fluorescence dequenching. 0.2% of 350,000 active. P54132;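 further: potency means the concentration at half of the fitted maximal effect; plate controls were vehicle for no effect and no enzyme for full effect; nearly all actives have a fitted effect of over 35% in size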
# Apoferritin bind: binds horse apoferritin like a general anesthetic | apoferritin/1-aminoanthracene competitive binding, fluorescence | AID 485281 | P02791 | Potency, µM (top dose mostly 77.5 µM), for the others: top-dose activity change, negative = displacement, hits mostly inhibitors | 0.074% of 350,000 active; further: potency means the concentration at half of the fitted maximal effect; on the % scale 0 is the no-effect control and ±100 the full control effect; nearly all actives have a fitted effect of over 20% in size
# Target sequence (P02791 2-175 limits assumed): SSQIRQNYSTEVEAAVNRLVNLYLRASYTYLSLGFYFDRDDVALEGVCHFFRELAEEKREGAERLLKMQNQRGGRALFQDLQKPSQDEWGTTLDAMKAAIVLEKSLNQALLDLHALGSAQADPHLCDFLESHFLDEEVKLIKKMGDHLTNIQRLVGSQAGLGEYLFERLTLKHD
#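 Horse-spleen apoferritin (10 uM) in 50% saturated 1-aminoanthracene in PBS was incubated 10 min at room temperature with compound. Fluorescence (ex 380, em 535 nm) was normalized to free and bound 1-AMA, with concentration-response fitted by a four-parameter Hill equation.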
# * hit, by the source's call; u = inconclusive; x = not tested or not shown; [ ] = another dose, or the depositor's remark. Unless noted, the call rests on the fitted dose curve; in most records, active means well fitted curve in the direction sought with a large enough effect; inconclusive means small, poorly fitted or top-dose-only effect, or another doubt; inactive means no such curve, though single readings can be large; an effect the other way counts as inactive or inconclusive. The list is partial (hit frequency here may not be typical).
SMILES,ERG Ets-DNA blk,APE1 inh,Pol beta inh,POLK inh,ALOX12 inh,Pol iota inh,TRHR ag,BLM helicase inh,Apoferritin bind
COC(=O)C1=C(c2c(C)noc2C)C[C@@H]2CC[C@H]1N2C(=O)NC1CCCCC1,6%,21%,x,3%,-7%,24%,-0.3,x,x
CCN1C(=O)C(=C2C=C(C)OC(C)=C2)C(=O)N(CC)C1=S,14%,-11%,-10%,-3%[60.1 µM],-7%,-6%,-0.2,-2%,-6%
CCCCCCCSc1cc(OC)c(CCN(C)C)cc1OC,4%,-1%,-14%,-16%,u,5%,-2.2,7%,u
Cc1[nH]c2c(Cl)cccc2c1CCN,6%,1%,8%,-8%,x,12%,1.9,-4%,0%
CCOc1cc2c(cc1OCC)-n1cccc1C(c1cccc(F)c1)NC2 (stereo unspecified),-6%,-23%,u,1%,u,11%,0.0,-8%,-17%
COc1ccc2c3c1OC1C(=O)CC[C@@]4(O)[C@@H](C2)N(CC2CC2)CC[C@]314 (stereo partly specified),1%,12%,x,-15%,-3%,2%,x,x,x
CCN(CC)P(=O)(/C=C(\Cl)c1ccccc1)/C=C(\Cl)c1ccccc1,7%,u,-18%,-6%,-9%,26%,0.5,-3%,2%
CC(=O)OC1(Cc2ccccc2)CN2CCC1c1ccccc12 (stereo unspecified),-8%,15%,18%,-4%,277%[activator],4%,0.3,-4%,-8%
CCOC(=O)c1ccc(NC(=O)Nc2cc3c(cc2N2CCCCC2)n(CC)c(=O)n3CC)cc1,1%,x,-18%,10%,0%,-1%,1.3,-8%,u
Cc1ccc(S(=O)(=O)NN)c(C)c1N1CCCC1=O,-10%,-9%,2%,-19%,-18%,1%,-1.2,2%,33%[activator]
Fc1ccc2c(c1)nnn2C1CCN(Cc2ccccc2)CC1,11%,2%,7%,6%,17%,-7%,-1.0,-3%,-2%
N=C1C(c2ccccc2)=C(O)CN1Cc1ccco1,-22%,-1%,-1%,-3%,3%[57.4 µM],1%,0.3,3%,-6%
CC(C)OCC(O)CN1CC2C[C@@H](C1)Cn1c2cccc1=O (stereo partly specified),1%,-8%,27%,-7%,-6%,14%,1.4,3%,7%
CCOP(=S)(OCC)C(O)CCCCCn1c(=O)c(F)cn(C2CCCO2)c1=O (stereo unspecified),0%,13%,1%,-2%,-60%,93%[activator],-0.1,-4%,-9%
N#Cc1c(/N=C/c2cc(Br)cs2)sc2c1CCC2,-9%,x,x,-10%,u,u,x,x,x
O=C(CN1CCCC1)Nc1ccc(Cl)cc1C(=O)c1ccccc1,13µM*,-8%,u,5%,u,33%[activator],-0.9,-1%,-4%
COc1cc(C)c(CNCCc2c[nH]c3ccccc23)cc1C,-2%,0%,-1%,5%,u,-16%,0.5,-21%,-19%
O=[N+]([O-])c1cccc(C2N3CCCN23)c1 (stereo unspecified),9%,12%,91%,-1%,-3%,17%,-0.1,-1%,-5%
COC(=O)C1=C(c2ccc(F)cc2OCc2ccccc2)C[C@@H]2CC[C@H]1N2C(=O)NCCNC(C)=O,-3%,31%,x,9%,-15%,6%,-0.2,x,x
CCCc1nc2ccc(Br)cc2c(=O)n1-c1ccc([N+](=O)[O-])c(C(F)(F)F)c1,7%,0%,-5%[57.1 µM],-19%,-8%,13%,-0.6,-7%,u
CN1CCCC2(CCN(C(=O)Oc3ccccc3)CC2)C1,x,4%,x,0%[60.1 µM],6%[57.4 µM],x,x,3%,x
c1cc(CCN2CCCC2)ccn1,-6%,-5%,2%,-12%,-8%,-12%,-0.8,1%,3%
O=CC(Cl)P(=O)(N1CCOCC1)N1CCOCC1 (stereo unspecified),-1%,11%,1%,-18%,24%,15%,0.1,-2%,3%
Cc1c(-c2cccc(Cl)c2)nc2ccccc2c1C(=O)N1CCC2(CC1)OCCO2,4%,4%,0%,-2%,73%[activator],21%,-0.3,-3%,-10%
COc1cccc(N2C(=O)NC(=O)/C(=C/c3ccc4c5c(cccc35)CC4)C2=O)c1,x,1%,5%,x,40µM*,x,-0.8,0%,65%[activator]

# Some of these compounds in order of number of heavy atoms, largest number first:
SMILES,ERG Ets-DNA blk,APE1 inh,Pol beta inh,POLK inh,ALOX12 inh,Pol iota inh,TRHR ag,BLM helicase inh,Apoferritin bind
CCOC(=O)c1ccc(NC(=O)Nc2cc3c(cc2N2CCCCC2)n(CC)c(=O)n3CC)cc1,1%,x,-18%,10%,0%,-1%,1.3,-8%,u
Cc1c(-c2cccc(Cl)c2)nc2ccccc2c1C(=O)N1CCC2(CC1)OCCO2,4%,4%,0%,-2%,73%[activator],21%,-0.3,-3%,-10%
CCOP(=S)(OCC)C(O)CCCCCn1c(=O)c(F)cn(C2CCCO2)c1=O (stereo unspecified),0%,13%,1%,-2%,-60%,93%[activator],-0.1,-4%,-9%
CCCc1nc2ccc(Br)cc2c(=O)n1-c1ccc([N+](=O)[O-])c(C(F)(F)F)c1,7%,0%,-5%[57.1 µM],-19%,-8%,13%,-0.6,-7%,u
COc1ccc2c3c1OC1C(=O)CC[C@@]4(O)[C@@H](C2)N(CC2CC2)CC[C@]314 (stereo partly specified),1%,12%,x,-15%,-3%,2%,x,x,x
CCN(CC)P(=O)(/C=C(\Cl)c1ccccc1)/C=C(\Cl)c1ccccc1,7%,u,-18%,-6%,-9%,26%,0.5,-3%,2%
O=C(CN1CCCC1)Nc1ccc(Cl)cc1C(=O)c1ccccc1,13µM*,-8%,u,5%,u,33%[activator],-0.9,-1%,-4%
CCCCCCCSc1cc(OC)c(CCN(C)C)cc1OC,4%,-1%,-14%,-16%,u,5%,-2.2,7%,u
CC(C)OCC(O)CN1CC2C[C@@H](C1)Cn1c2cccc1=O (stereo partly specified),1%,-8%,27%,-7%,-6%,14%,1.4,3%,7%
CCN1C(=O)C(=C2C=C(C)OC(C)=C2)C(=O)N(CC)C1=S,14%,-11%,-10%,-3%[60.1 µM],-7%,-6%,-0.2,-2%,-6%
Cc1[nH]c2c(Cl)cccc2c1CCN,6%,1%,8%,-8%,x,12%,1.9,-4%,0%

# (cont.)
SMILES,ERG Ets-DNA blk,APE1 inh,Pol beta inh,POLK inh,ALOX12 inh,Pol iota inh,TRHR ag,BLM helicase inh,Apoferritin bind
COC(=O)C1=C(c2ccc(-c3ccccc3)c(F)c2)C[C@@H]2CC[C@H]1N2C(=O)N1CCCCC1,-5%,-18%,x,-10%,u,-13%,0.7,x,x
COc1cc(OC)c(OC)cc1CN1CCN(C(=O)Cc2ccccc2)CC1,0%,23%,0%,4%,u,10%,0.4,-3%,-12%
CN1C(=O)N(C)C(=O)C(CCc2ccccn2)(CCc2ccccn2)C1=O,0%,1%,22%,-22%,-2%,9%,-0.2,-13%,-2%
Cc1nc2n(c(=O)c1CCN1CCC(c3noc4cc(F)ccc34)CC1)CCCC2,29%,-1%,5%[57.1 µM],14%,u,3%[58.9 µM],-0.7,-1%,-14%
CC1(C)CC(=O)C(C=NCCN2CCN(C(=O)Cc3ccccc3)CC2)=C(O)C1,-10%,8%,3%,-3%,15%,-4%[58.9 µM],0.4,0%,-10%
CCCCCn1c(N)c(C(=O)NCCN2CCOCC2)c2nc3ccccc3nc21,8%,-9%,7%,-16%,52%[activator],u,0.9,-9%,409%[activator]
CN(C)c1nc(OCc2ccccc2)c2ncc(=O)[nH]c2n1,-17%,x,x,-10%,139%[activator],u,x,x,x
O=C1C(I)=CC(=C(c2cc(I)c(O)c(I)c2)c2ccccc2C(=O)O)C=C1I,x,u,x,u,5.1µM*,x,x,16µM*,x
O=C(NCc1ccccc1)c1cccn(Cc2cccc(Cl)c2)c1=O,1%,25%,-29%,-5%,x,13%,0.7,-6%,u
O=C1C(Cl)=C(N2CCCCCC2)C(=O)N1c1ccccc1,1%,-3%,-1%,-8%,u,12%,-0.1,-1%,u
C[C@H]1CCC/C=C/[C@@H]2C[C@H](O)C[C@H]2[C@@H](O)/C=C/C(=O)O1,-10%,x,x,-2%,0%,-1%,x,x,x
COc1ccc2c(c1O)[C@]13CCN(C)[C@H](C2)[C@@H]1CCC(=O)C3,-6%,-7%,-1%,-1%,5%,3%,0.7,0%,5%
CN1CCCC2(CCN(C(=O)c3ccncc3)CC2)C1,x,2%,x,-12%[60.1 µM],-10%[57.4 µM],x,x,2%,x
CCOC(=O)c1cc(C)n(CCc2cnc[nH]2)c1C,3%,-1%,7%,-18%,0%,-4%,-0.4,-1%,-7%
COc1ccc(-c2nn(CCC#N)cc2C(=O)Nc2ccc(C(C)=O)cc2)cc1,3%,56%,0%,8%,2%,28%,-0.3,-1%,0%
CC1(C)CN=C(Nc2ccccc2C(F)(F)F)S1,3%,-1%,0%,-6%,0%,12%,0.1,-2%,u
FC(F)(F)c1ccc2c(c1)NP(=S)(N1CCOCC1)c1nccn1-2 (stereo unspecified),x,5%,0%,-4%,-3%,3%,-1.5,-1%,-7%
CCN1CCC(NCC2CCCCC2)CC1,-6%,53%[activator],29%,20%,23%,-24%,0.3,0%,-3%

# Entries of single compounds, looked up by structure. Order of values: ERG Ets-DNA blk | APE1 inh | Pol beta inh | POLK inh | ALOX12 inh | Pol iota inh | TRHR ag | BLM helicase inh | Apoferritin bind
# Shown for CCN1CCC(NCC2CCCCC2)CC1 : -6% | 53%[activator] | 29% | 20% | 23% | -24% | 0.3 | 0% | -3%
# Shown for C[C@H]1CCC/C=C/[C@@H]2C[C@H](O)C[C@H]2[C@@H](O)/C=C/C(=O)O1 : -10% | x | x | -2% | 0% | -1% | x | x | x
